JNK3 inh: JNK3 (human) kinase inhibition; purified JNK3 kinase activity, HTS; inhibition, % at 8 µM; 60,000 compounds, 0.61% hits; AID 746; in the data active = inhibition above about 17%;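 note: 0% = DMSO and 100% = reference inhibitor; many of its hits are not listed in these tables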
Target sequence (P53779 whole entry, looked up): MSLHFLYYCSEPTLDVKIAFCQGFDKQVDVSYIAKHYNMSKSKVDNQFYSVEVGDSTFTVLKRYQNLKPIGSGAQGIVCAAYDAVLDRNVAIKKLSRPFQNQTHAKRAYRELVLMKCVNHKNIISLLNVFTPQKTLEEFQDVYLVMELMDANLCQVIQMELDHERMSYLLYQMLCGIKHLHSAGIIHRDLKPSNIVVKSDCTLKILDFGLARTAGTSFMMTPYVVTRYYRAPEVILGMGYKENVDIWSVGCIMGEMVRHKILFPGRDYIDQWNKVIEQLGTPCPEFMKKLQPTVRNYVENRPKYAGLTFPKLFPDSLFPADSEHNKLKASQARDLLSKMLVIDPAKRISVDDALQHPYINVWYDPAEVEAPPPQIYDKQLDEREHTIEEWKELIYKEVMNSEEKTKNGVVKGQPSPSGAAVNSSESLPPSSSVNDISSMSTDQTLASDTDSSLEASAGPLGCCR
MMP13 inh: inhibitors of human MMP13 | P45452 | inhibition, % at 4 µM | MMP-13 fTHP FRET cleavage, Mca fluorescence | AID 570 | 65,000 compounds, 0.07% hits;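 active = inhibition above the mean of compound-free control plate wells plus 3 SD, cut at about 14% in these data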;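 note: 0% = DMSO wells and 100% = wells with reference MMP-13 inhibitor after basal subtraction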
Hsp90 inh: displaces geldanamycin probe from tumor Hsp90. 64,000 compounds, 0.35% hits. P07900. inhibition, % at 30 µM. NCI-N417 lysate Hsp90, Cy3B-geldanamycin FP displacement;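 active = inhibition above 50%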;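 note: 0% = tracer plus lysate wells and 100% = tracer alone without lysate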
AP ELISA ortho: alternative pathway complement inhibition, orthogonal assay. Human serum alternative complement pathway, LPS-coated ELISA, C3 deposition; tested in compound mixtures. 62,000 compounds, 0.08% hits. inhibition, % at 5 µM;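 active = inhibition above 30% in each of the two pooled mixtures holding the compound, so the lower value exceeds 30%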;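 note: 0% = serum in Mg-EGTA without compound and 100% = EDTA serum blank; some compounds past the cut are filed as inactive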
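Medium: diluted human serum in Mg2+-EGTA GVB++. Assay system: human serum complement alternative pathway, C3 deposition onto LPS. Also added: Plate-bound LPS. Technique: Anti-C3 ELISA, OD 450 nm. Measure: percent inhibition. Incubation: 1 h at 37 °C. Dosing: 5 µM each compound, pools of ten, 50 µM per pool.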
Cdc25B block: inhibitors of human Cdc25B phosphatase | P30305 | recombinant Cdc25B, OMFP fluorescence Ex485/Em525 | inhibition, %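 (compounds tested at 10 µM final in the well)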 | 65,000 compounds, 0.1% hits; in the data active = inhibition above about 50%
Target sequence (P30305 whole entry, looked up): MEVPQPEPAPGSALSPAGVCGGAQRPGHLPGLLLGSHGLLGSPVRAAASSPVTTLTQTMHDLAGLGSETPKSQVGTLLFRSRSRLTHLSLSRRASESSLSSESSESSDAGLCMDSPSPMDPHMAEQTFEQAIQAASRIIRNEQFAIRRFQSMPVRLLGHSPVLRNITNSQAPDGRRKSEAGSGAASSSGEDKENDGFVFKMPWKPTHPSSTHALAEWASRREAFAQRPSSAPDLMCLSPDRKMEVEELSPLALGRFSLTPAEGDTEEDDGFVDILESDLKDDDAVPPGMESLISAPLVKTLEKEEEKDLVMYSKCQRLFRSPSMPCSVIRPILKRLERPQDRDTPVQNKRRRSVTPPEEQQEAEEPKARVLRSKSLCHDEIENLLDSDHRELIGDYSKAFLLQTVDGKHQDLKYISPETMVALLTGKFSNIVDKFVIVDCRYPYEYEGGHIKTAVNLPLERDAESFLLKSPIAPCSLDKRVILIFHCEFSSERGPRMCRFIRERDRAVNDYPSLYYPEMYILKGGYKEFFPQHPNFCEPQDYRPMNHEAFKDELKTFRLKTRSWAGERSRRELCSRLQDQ
FXIIa inh mix: factor XIIa (human) inhibition, mixture screen | purified FXIIa, fluorogenic substrate, pooled mixtures | inhibition, % at 5 µM | 62,000 compounds, 0.2% hits;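 note: 0% = enzyme without compound and 100% = no enzyme blank; some results filed as inactive read as strong as hits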
FXIa mix inh: blocks human factor XIa in pooled compound mixtures; purified FXIa, fluorogenic substrate; inhibition, % at 5 µM; 62,000 compounds, 0.19% hits; AID 680;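 note: each value is inhibition by a whole ten-compound pool holding the compound; 0% = enzyme with no mixture and 100% = wells lacking enzyme; strong numbers were not always called active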
A340 absorber: compound absorbs light at 340 nm. 65,000 tested, under 10 active. AID 708. compound absorbance at 340 nm, fold over control. fold change at 10 µM;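 active = at 10 µM dose, initial 340 nm absorbance at least 2 fold that of control wells; inactive = change under 2 fold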;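 note: initial absorbance extrapolated from kinetic A340 decline of NADH oxidation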
DUSP1 inh: inhibitors of human MKP-1 phosphatase | P28562 | recombinant MKP-1, OMFP hydrolysis fluorescence | inhibition, %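 (compounds tested at a single concentration somewhere between 10 and 100 µM)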 | 65,000 compounds, 0.15% hits | AID 374;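 active = inhibition above about 50%, limit read from the data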;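 note: 0% = DMSO max control wells and 100% = wells with enzyme stopped by NaOH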
* = called active by the depositor; · = not tested or not shown; [ ] = remark or other dose. Cut-off read from the data, not from the text of the source, unless noted: active = inhibition above about 20% (passing the limit was not always enough); inactive = the rest. Random draw from the library, and some 1.5% of all compounds hit somewhere here.

SMILES	JNK3 inh	MMP13 inh	Hsp90 inh	AP ELISA ortho	Cdc25B block	FXIIa inh mix	FXIa mix inh	A340 absorber	DUSP1 inh
O=C(C1CCN(C2CC(=O)N(c3ccc(Cl)cc3)C2=O)CC1)N1CCOCC1 (stereo not given)	-2	2	-1	12	3	1	7	1	3
CC(C)(C)NC(=O)Cn1ccc(=N)c2ccccc21	-4	2	0	0	2	-13	10	1.1	-21
COc1ccc(CN2CCN(C(=O)c3cccs3)CC2)c(OC)c1OC	-5	-1	1	6	-18	4	5	1	-9
N#CC1=C(SCC(=O)NC23CC4CC(CC(C4)C2)C3)NC(=O)C(C#N)C12CCCCC2 (stereo not given)	-5	1	-14	-1	3	10	7	1	22
Cc1cc(Cl)ccc1OCC(=O)N1C(C)CCCC1C (stereo not given)	-6	-1	-4	13	-8	-24	5	1	3
CCC(CC)C(=O)Nc1nnc(SCC(=O)N2CCN(c3ccccc3OC)CC2)s1	-3	3	2	·	-7	·	·	1	8
CCNc1nc(Oc2ccc(=O)n(C)n2)nc(N2CCOCC2)n1	-7	0	3	5	7	1	10	1	-5
COc1ccccc1NC(=O)Nc1ccc(Br)cn1	·	3	·	-7	-12	15	2	1.1	10
Cn1cc(-c2nc3ccccc3[nH]2)c2ccccc21	-14	-82[fluorescence artefact?]	-6	6	-6	9	7	1	-4
Cc1cc2cc(CNC(=O)c3ccc4c(c3)OCO4)ccc2n1C	0	2	24	·	5	·	·	0.99	30
Cc1cc(-c2nnco2)c(C)n1-c1ccccc1	4	-1	-2	11	3	-25	2	1.1	-7
CCCCn1c(SCC(=O)Nc2cccc(OC)c2)nc2ccc(N3CCOCC3)cc2c1=O	·	-22	-1	16	-9	12	-24	1.1	34
CCC(=O)Nc1ccc(-c2nc(-c3ccccc3)n(CC(=O)N3CCCCC3)n2)cc1	-3	2	-3	10	-5	2	8	1	18
O=C(CNC(=O)C1CCCCC1)NC1=NCCS1	-2	1	2	25	1	11	1	1	-1
COc1ccccc1Cn1c(=O)c2ccccc2n2c(SCc3csc(C)n3)nnc12	·	4	-3	5	-12	10	10	1	27
O=C(CSc1nnc(CCCO)n1-c1ccccc1)Nc1nccs1	-1	4	-2	-3	-14	2	11	1.1	-10
Cc1cccc(OCC(=O)Nc2ccc(N3CCN(S(C)(=O)=O)CC3)cc2)c1C	-9	-2	2	25	5	1	2	1	-17
CCn1c(CNc2ccc(F)cc2)nnc1SCC(=O)Nc1ccc(OC)cc1OC	-2	1	-3	-7	-6	16	6	0.99	6
O=c1cc(-c2ccccc2)nc2nc(-c3ccccc3)[nH]n12	-5	-8	0	1	3	11	6	1	-15
CC(C)Cc1n[nH]c(=O)[nH]1	3	1	-5	-9	5	10	-1	0.98	-5

2 entries from above, reformatted.
CCC(CC)C(=O)Nc1nnc(SCC(=O)N2CCN(c3ccccc3OC)CC2)s1
  JNK3 inh: -3 | MMP13 inh: 3 | Hsp90 inh: 2 | AP ELISA ortho: · | Cdc25B block: -7 | FXIIa inh mix: · | FXIa mix inh: · | A340 absorber: 1 | DUSP1 inh: 8
CCNc1nc(Oc2ccc(=O)n(C)n2)nc(N2CCOCC2)n1
  JNK3 inh: -7 | MMP13 inh: 0 | Hsp90 inh: 3 | AP ELISA ortho: 5 | Cdc25B block: 7 | FXIIa inh mix: 1 | FXIa mix inh: 10 | A340 absorber: 1 | DUSP1 inh: -5

More records.
SMILES	JNK3 inh	MMP13 inh	Hsp90 inh	AP ELISA ortho	Cdc25B block	FXIIa inh mix	FXIa mix inh	A340 absorber	DUSP1 inh
O=C(O)CCC(NS(=O)(=O)c1ccc(-c2ccccc2)cc1)C(=O)O (stereo not given)	·	50*	0	6	-2	-8	-4	1	-4
CCOC(=O)N1CCC2(CC1)C(C#N)=C(N)Oc1c2c(C)nn1-c1cccc(Cl)c1	3	5	-46	-8	-5	2	1	1	34
CCN(CC)CCCNC(=O)c1cn(C)c2ccc(S(=O)(=O)N(C)C)cc2c1=O	5	-12	-2	4	7	-3	3	1	8
OCCN1CCN(C(c2cccs2)c2ccc3cccnc3c2O)CC1 (stereo not given)	-6	-2	18	18	29	5	10	1	11
CCOC(=O)N1CCN(S(=O)(=O)c2ccc(OCC(=O)OC)c(C)c2)CC1	-1	-1	-7	-2	1	-2	3	1	9
CCCOc1ccc(S(=O)(=O)n2cc(Br)c(=O)[nH]c2=O)cc1	-7	5	-2	19	3	11	26	1	19
Cc1ccc(-n2ncc3c(NCc4ccco4)ncnc32)c(C)c1	12	1	-4	14	1	-13	5	1.1	-4
CCOC(=O)CSC(CC)C(=O)Nc1nnc(CC)s1 (stereo not given)	-2	3	2	15	-28	-16	-4	1	1
CCN(CC(=O)Nc1ccc2c(c1)OCCO2)c1nc(-c2cccnc2)nc2ccccc12	3	1	-13	8	5	-17	1	1.1	37
Cc1noc(COc2ccc(OCc3nc(C)no3)cc2)n1	·	·	·	0	-13	-21	6	1	6
C=CCN1CC(O)=C(c2ccccc2)C1=N	-1	0	-4	-10	-13	12	1	1	3
O=C(O)c1cc(-c2cccs2)nc2cc3c(cc12)OCCO3	2	-422[fluorescence artefact?]	-2	-2	-7	12	-13	1.1	3
CCCSc1nnc(NC(=O)Nc2ccc(F)cc2)s1	10	-2	3	23	28	12	-2	1	-26
CC(=O)Nc1cc2c(cc1C(=O)c1ccccc1)OCCO2	-2	1	-2	-7	6	14	-25	1	10
O=C(Nc1cccc(OC(=O)c2ccco2)c1)c1ccco1	3	-6	-4	18	-10	3	17	1	4
CCOc1ccc(OCC)c(NC(=O)CSc2nc3c(c(=O)n(C)c(=O)n3C)n2C(C)C)c1	5	-9	2	34	-16	8	2	0.98	-9
Cc1ccc(S(=O)(=O)N2CCCC2C(=O)Nc2nc3c(s2)CCCC3)cc1 (stereo not given)	-1	2	-2	10	-1	9	-11	1	2
CCOC(=O)CSC(CC)C(=O)Nc1nnc(C(C)C)s1 (stereo not given)	0	2	0	7	7	-12	18	1.1	3
CCN(Cc1ccccc1)C(=O)CSc1nc(C)cc2c1C(=O)OC2	4	0	-2	13	10	4	2	1	-19
Cc1ccc(NC(=O)c2oc3ccc(S(=O)(=O)N4CCOCC4)cc3c2C)cc1C	4	-1	-4	15	-8	-1	5	1.1	20
Cc1nc2ccccc2nc1N1CCC(C)CC1	3	3	0	10	-2	9	8	1.1	-4
Cc1cccc(-n2c(CCCN3C(=O)c4ccccc4C3=O)nc3ccccc3c2=O)n1	10	2	-3	15	5	0	3	1	-13
CCOC(=O)N1CCN(CC(=O)Nc2ccc(OC)cc2)CC1	·	-2	-1	12	3	16	4	1	17
CCOC(=O)C(CC)n1cnc2c(nnn2-c2ccc(C)cc2)c1=O (stereo not given)	7	-4	-1	3	-8	12	7	0.97	15
COc1ccccc1CNC(=O)CNC(=O)Cn1cnc2ccccc2c1=O	-4	4	1	0	-1	-15	3	1	-7
Cc1cccc(N2CC(=O)N(c3cccc(C)c3)CC2=O)c1	2	0	2	·	-18	·	·	1	-18
CCOc1ccc(S(=O)(=O)N2CCC(C(N)=O)CC2)c2ccccc12	-3	-1	-3	19	22	-3	2	1	12
CCc1nnc(NC(=O)CSc2nnc(COc3ccccc3C)o2)s1	2	3	-1	-16	3	1	1	0.98	-12
O=C(Nc1ccccc1C(=O)O)c1ccc(Cl)c(S(=O)(=O)N2CCOCC2)c1	-13	4	1	13	-9	-1	8	1.1	15
CCc1nnc(NC(=O)Cn2nnc(-c3ccccc3F)n2)s1	-3	2	2	8	1	3	9	1	12
O=S(=O)(c1cccs1)N1CCC(Cc2ccccc2)CC1	2	0	-2	-9	-4	3	1	1.1	6
CCOc1ccc(C2=Nn3c(nnc3-c3cccnc3)SC2)cc1	-10	-3	-3	·	9	·	·	1.1	-10
Cc1cc(C)n(CCOC(=O)c2sc3ccccc3c2Cl)n1	2	0	-1	-4	-16	-19	1	1.1	19
CC(C)CN(C(=O)COC(=O)c1ccc2c(c1)NC(=O)CS2)C1CCS(=O)(=O)C1 (stereo not given)	0	3	2	-2	1	9	2	1	23
CCOc1ccccc1N1CCN(Cc2ccc(OC)c(OC)c2)CC1	-1	-2	-3	8	-23	2	7	1	4
COc1ccc2nc(N3CCC(O)CC3)c(C#N)cc2c1	-5	-9	-6	15	1	12	3	0.99	-13
COc1cc(S(=O)(=O)N2CCC(N3CCCCC3)CC2)ccc1-n1cnnn1	4	-1	-2	-10	0	8	-1	1	1
CCOCC(=O)Nc1nnc(COCC)s1	9	-3	-4	5	-7	3	2	1.1	2
Cc1ccc(C)c(N2CCN(C(=O)CCc3nc4ccccc4[nH]3)CC2)c1	5	-4	1	19	-8	11	13	1.1	18
C=CCc1ccccc1OCC(O)CN1CCN(C(=O)OCC)CC1 (stereo not given)	-1	0	-1	5	-2	8	-6	0.97	7

Complete entries, looked up by structure. Screens in order: JNK3 inh | MMP13 inh | Hsp90 inh | AP ELISA ortho | Cdc25B block | FXIIa inh mix | FXIa mix inh | A340 absorber | DUSP1 inh
`Cc1ccc(C)c(N2CCN(C(=O)CCc3nc4ccccc4[nH]3)CC2)c1` in the list: 5 | -4 | 1 | 19 | -8 | 11 | 13 | 1.1 | 18
`Cc1nc2ccccc2nc1N1CCC(C)CC1` in the list: 3 | 3 | 0 | 10 | -2 | 9 | 8 | 1.1 | -4
`CCc1nnc(NC(=O)Cn2nnc(-c3ccccc3F)n2)s1` in the list: -3 | 2 | 2 | 8 | 1 | 3 | 9 | 1 | 12
`CCc1nnc(NC(=O)CSc2nnc(COc3ccccc3C)o2)s1` in the list: 2 | 3 | -1 | -16 | 3 | 1 | 1 | 0.98 | -12
`Cc1cc(C)n(CCOC(=O)c2sc3ccccc3c2Cl)n1` in the list: 2 | 0 | -1 | -4 | -16 | -19 | 1 | 1.1 | 19

Following part
SMILES	JNK3 inh	MMP13 inh	Hsp90 inh	AP ELISA ortho	Cdc25B block	FXIIa inh mix	FXIa mix inh	A340 absorber	DUSP1 inh
COC(=O)C1=C2SC(C)C(=O)N2C(N)=C(C#N)C1c1ccc(OC)c(OC)c1 (stereo not given)	0	5	-5	4	-10	2	6	1.1	-4
Cc1cc(OCC(=O)O)c2ccccc2n1	-3	0	2	15	4	7	6	1.1	-11
Cc1cc(=O)[nH]c2n[nH]c(-c3ccccc3)c12	-1	-24	0	12	3	-4	8	1.1	0
CCN=C1SC(C(=O)Nc2cccc(OCC)c2)CC(=O)N1CC (stereo not given)	-11	4	-2	-2	2	-21	3	0.99	-8
COc1cc(C(=O)Nc2c(C)cc(C)cc2C)c(-n2cnnn2)cc1OC	-2	2	-2	-7	-14	-7	4	1	9
CCOc1ccc(-c2nnn(CC(=O)N3CCN(c4ccc(F)cc4)CC3)n2)cc1OCC	0	7	-5	5	2	-3	3	0.99	-10
COc1cc(-n2c(=O)c3ccccc3n(Cc3cccnc3)c2=O)cc(OC)c1OC	5	-13	-3	31	-10	-1	8	1	-3
COc1ccc(Cl)c(Cn2c(NCC(C)O)nc3c2c(=O)n(C)c(=O)n3C)c1 (stereo not given)	7	-2	-3	-8	-3	2	2	1.1	5
